Screening data from PubChem.
Chronic BCR inh: inhibitors of chronic active B-cell receptor signaling. AID 493014. 340,000 tested, 0.05% active. Potency, µM (series often up to 46.1 µM), for inactives: top-dose ratio change, negative = lower green/red ratio, usual class: inhibitors. ABC-DLBCL IkBa-CBG/CBR reporter, luminescence ratio, 4 h; active means well fitted inhibition curve with a large enough effect in the signal ratio, with a control signal flat, not every such curve was filed as active; inconclusive means small, poorly fitted or top-dose-only effect, or effect the other way, or a change in a side signal; the % refers to the signal ratio;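 further: potency means the concentration at half of the fitted maximal effect; plate controls were basal doxycycline-induced cells for no effect and cells given 10 µM MG132 for full effect; MG132 reads +100%, hits lower the ratio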
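TMD8 human ABC-DLBCL cells with doxycycline-inducible IκBα–green luciferase fusion and unfused red luciferase, in 0.5% FBS medium; compounds up to 46 uM, 4 h at 37C. Green/red luminescence ratio, filter-overlap corrected, fitted to concentration-response curves.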
GALK inhibitor: galactokinase (human) inhibition; AID 1868; Purified GALK, Kinase-Glo residual ATP luminescence; 270,000 tested, 0.007% active; Potency, µM (titrated, usually from 57.5 µM), without a hit: at the top dose activity change, negative = inhibition, most hits filed as inhibitors; P51570; further: potency means the concentration at half of the fitted maximal effect; on the % scale 0 is the no-effect control and ±100 the full control effect
Target sequence (P51570 whole entry, looked up): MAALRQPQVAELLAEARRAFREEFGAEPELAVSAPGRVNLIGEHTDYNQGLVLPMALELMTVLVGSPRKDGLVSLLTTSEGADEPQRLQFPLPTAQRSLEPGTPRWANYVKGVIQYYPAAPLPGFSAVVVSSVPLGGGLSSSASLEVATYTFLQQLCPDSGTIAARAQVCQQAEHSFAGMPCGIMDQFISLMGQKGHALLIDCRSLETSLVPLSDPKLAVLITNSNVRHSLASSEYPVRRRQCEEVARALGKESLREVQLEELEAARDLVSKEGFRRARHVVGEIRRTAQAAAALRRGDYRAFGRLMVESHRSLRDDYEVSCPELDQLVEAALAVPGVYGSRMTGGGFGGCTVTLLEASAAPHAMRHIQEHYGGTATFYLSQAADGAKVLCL
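ATP-depletion format; final 35 uM ATP, 100 uM D-galactose, 5 nM enzyme; pH 8.0 HEPES/Mg2+ buffer; 60 min RT; luminescence read 10 min after detection reagent.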
USP2a inh: blocks human ubiquitin-specific protease USP2a; USP2 core, Ub-CHOP2 coupled fluorogenic reporter, 485/531; AID 463254; O75604; Potency, µM (highest dose often 38.3 µM), without a hit: top-dose activity change, negative = inhibition, hits mostly inhibitors; 330,000 tested, 0.01% active;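 further: potency means the concentration at half of the fitted maximal effect; plate controls were DMSO wells for no effect and full inhibition by NEM control for full effect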
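USP2 core (10nM final) preincubated 30min RT with compound in 20mM Tris-HCl pH 8.0, 2mM CaCl2, 2mM beta-mercaptoethanol, 0.05% CHAPS; 25nM Ub-CHOP2 plus 25nM reporter substrate added, fluorescence (Ex485/Em531) read after 60min.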
TSHR antagonist: blocks TSH signaling through the human TSH receptor; TSHR-expressing cells, TSH-stimulated cAMP HTRF, 2 h; active compounds read low; activity change, negative = inhibition, % at 11.5 µM; 330,000 tested, 0.2% active;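 active means activity change below a set negative limit, meaning inhibition stronger than a set level, cut at about -70% in these data; inconclusive means activity change between two set negative limits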; further: on the % scale 0 is the no-effect control and ±100 the full control effect
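Competitive HTRF cAMP read-out (cryptate anti-cAMP antibody, cAMP-d2; 30 min, room temperature) in freshly harvested TSHR cells. Compounds added before TSH at EC80 (4nM final), followed by 2 hours' incubation at 37 deg C.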
Mito fusion yeast: mitochondrial division inhibition or fusion activation; S. cerevisiae fusion-defective mutant growth rescue, CellTiterGlo 48 h; Potency, µM (titrated, usually from 46.1 µM), for the others: top-dose growth rescue (activation), hits mostly activators; 320,000 tested, 0.23% active; AID 485298;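 further: potency means the concentration at half of the fitted maximal effect; % of control where 0% means no effect; nearly all actives have a fitted effect of over 45% in size; temperature-sensitive fusion mutants such as fzo1-1 at 37 °C on non-fermentable ethanol glycerol medium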
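Yeast fusion mutant, YPEG (non-fermentable carbon), compound, 48 h at 37C non-permissive; CellTiterGlo added, 10 min RT, luminescence read. Rescued growth = division inhibition.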
PKM2 activator: increases activity of human pyruvate kinase M2 | Potency, µM (top dose mostly 57.5 µM), for the others: at the top dose activation, most hits filed as activators | 260,000 tested, 0.34% active | purified PKM2, Kinase-Glo ATP luminescence, activation; response scale: 0% is enzyme alone, no compound | AID 1631; further: potency means the concentration at half of the fitted maximal effect; on the % scale 0 is the no-effect control and ±100 the full control effect; nearly all actives have a fitted effect of over 55% in size
Target sequence (P14618 whole entry, looked up): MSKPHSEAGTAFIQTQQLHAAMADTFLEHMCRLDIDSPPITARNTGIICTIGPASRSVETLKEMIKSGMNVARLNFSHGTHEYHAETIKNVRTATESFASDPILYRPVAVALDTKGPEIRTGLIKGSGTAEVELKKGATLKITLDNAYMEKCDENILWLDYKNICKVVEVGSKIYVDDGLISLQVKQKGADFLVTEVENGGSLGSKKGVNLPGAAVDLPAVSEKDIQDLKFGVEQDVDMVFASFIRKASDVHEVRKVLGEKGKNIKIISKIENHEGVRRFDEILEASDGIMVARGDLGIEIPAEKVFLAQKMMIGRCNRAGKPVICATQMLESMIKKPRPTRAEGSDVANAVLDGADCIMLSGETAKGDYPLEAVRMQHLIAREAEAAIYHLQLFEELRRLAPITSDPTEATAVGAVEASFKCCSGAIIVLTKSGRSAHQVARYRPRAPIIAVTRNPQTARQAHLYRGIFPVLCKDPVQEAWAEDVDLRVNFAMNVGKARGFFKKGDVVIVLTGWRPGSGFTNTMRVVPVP
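Purified hPK-M2 (>95%) run at intermediate activity with 0.1 mM ADP and 0.5 mM PEP in 50 mM imidazole pH 7.2, KCl, MgCl2; 1 h room temperature. ATP formed read by Kinase-Glo luminescence; normalized to uninhibited and no-enzyme controls.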
Eya2 phos inh: Eya2 (human) phosphatase inhibition; O00167; recombinant Eya2, OMFP fluorescence dephosphorylation (OMFP is methylfluorescein phosphate); Potency, µM (highest dose often 76.9 µM), without a hit: at the top dose activity, negative = inhibition, most hits filed as inhibitors; 330,000 tested, 0.006% active; AID 488837; further: potency means the concentration at half of the fitted maximal effect; on the % scale 0 is the no-effect control and ±100 the full control effect
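Eya2 (0.2 uM) preincubated 10 min at ambient with compound, then OMFP substrate added at 50 uM; 10 min reaction in 50 mM HEPES pH 7.5, 50 mM NaCl, 5 uM MgCl2, 0.05% BSA, 1 mM DTT. Fluorescence read at Ex 485/Em 525 nm.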
Menin-MLL TR inh: displaces Texas Red mutant MLL peptide from human menin; O00255; Menin + Texas Red MLL mutant peptide, fluorescence polarization; Potency, µM (titrated, usually from 61.6 µM), for inactives: top-dose FP activity change, negative = inhibition, usual class: inhibitors; 270,000 tested, 0.23% active; active means well fitted inhibition curve with a large enough effect in the polarisation, with a control signal flat, not every such curve was filed as active; inconclusive means small, poorly fitted or top-dose-only effect, or effect the other way, or a change in a side signal; inactive means no such curve, though single readings can be large or run the other way; the % refers to the polarisation; further: potency means the concentration at half of the fitted maximal effect; % of control where 0% means no effect; many of its hits are not listed in these tables
hERG WT inh: KCNH2 (human, wildtype) channel inhibition | Q12809 | U2OS, BacMam KCNH2, thallium flux FluxOr; active compounds read low | activity change, % at 1.84 µM | 340,000 tested, 0.37% active | AID 720551;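 active means maximum activity change below -70%; inconclusive means maximum activity change between -70% and -50%; inactive means maximum activity change above -50%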; further: on the % scale 0 is the no-effect control and ±100 the full control effect
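U2OS cells transduced with wild-type KCNH2 virus are loaded with FluxOr dye for 45 min, and thallium flux is measured in kinetic reads before and after stimulation buffer. Rate constants are normalized to DMSO controls.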
S-ASM inh: human S-ASM enzyme inhibition. placental ASM, HMU-PC fluorogenic substrate, 60 min. P17405. Potency, µM (doses to about 57.5 µM), for inactives: at the top dose activity change, negative = inhibition, most hits filed as inhibitors. AID 504937. 340,000 tested, 0.006% active; further: potency means the concentration at half of the fitted maximal effect
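Fluorogenic HMU-PC substrate (9 uM final) is turned over by placental ASM in 60 min at 37 C after a 10 min compound preincubation. Reaction ended by alkaline stop (pH 10), with fluorescence read at 386/447 nm.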
MBNL1-CUG inh: MBNL1-poly(CUG) RNA binding inhibition | Q9NR56 | TR-FRET MBNL1-His/biotin-(CUG)12 binding, 665/545 ratio | Potency, µM (series often up to 57.5 µM), inactives show at the highest dose activity change, negative = inhibition, usual class: inhibitors | 280,000 tested, 0.036% active | AID 2675; active means well fitted inhibition curve with a large enough effect in the signal ratio, with a control signal flat, not every such curve was filed as active; inconclusive means small, poorly fitted or top-dose-only effect, or effect the other way, or a change in a side signal; inactive means no such curve, though single readings can be large or run the other way; the % refers to the signal ratio; further: potency means the concentration at half of the fitted maximal effect; on the % scale 0 is the no-effect control and ±100 the full control effect
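Inhibition of protein-RNA binding appears as loss of TR-FRET between terbium anti-His antibody on MBNL1-His and streptavidin-XL665 on biotin-(CUG)12. Activity is normalized to buffer-only and uninhibited-complex controls.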
* = called active by the depositor; ? = inconclusive; nt = not tested or not shown; [ ] = remark or other dose. Unless noted, the call rests on the fitted dose curve; in most records, active means well fitted curve in the direction sought with a large enough effect; inconclusive means small, poorly fitted or top-dose-only effect, or another doubt; inactive means no such curve, though single readings can be large; an effect the other way counts as inactive or inconclusive. This is a subset, so the mix of outcomes need not match the whole.

Results follow in this order: Chronic BCR inh	GALK inhibitor	USP2a inh	TSHR antagonist	Mito fusion yeast	PKM2 activator	Eya2 phos inh	Menin-MLL TR inh	hERG WT inh	S-ASM inh	MBNL1-CUG inh
> COC(=O)CCC(=O)N1CCCC(CO)(Cc2ccccc2F)C1 (stereo not drawn)
→ 2%	-3%	1%	9	1%	-7%	2%	6%	1	-2%	-9%
> CCOC(=O)CC1COCCN1C(=O)c1cc(COc2ccc(F)cc2Cl)on1 (stereo not drawn)
→ -1%	-1%	-6%	0	-3%	-2%	-1%	nt	3	-1%	-7%
> CCc1ccc2[nH]c3nc(SCC(=O)NCC4CCCO4)nnc3c2c1 (stereo not drawn)
→ -2%	12%	2%	-16	1%	-3%	-12%	1%	10	2%	?
> Cc1nnc(SCC(=O)N2CCC(Cc3ccccc3)CC2)n(N)c1=O
→ -4%	1%	0%	3	2%	7%	1%	-18%	-8	0%	9%
> CCc1nc(Cl)c(C#N)c2c1CSC(C)(C)C2
→ 7%	-3%	4%	-10	6%	-1%	-5%	-2%	nt	-9%	-6%
> COc1ccc(N2C(=O)CC(NNC(=O)c3ccco3)C2=O)cc1 (stereo not drawn)
→ 5%	15%	0%	1	-1%	0%	4%	-9%	-6	1%	-2%
> CSCCC(NC(=O)c1ccccc1)C(=O)NCC(C)(C)N1CCOCC1 (stereo not drawn)
→ -1%	nt	2%	11	-2%	nt	28%	nt	-16	4%	nt
> C=CCC(C(=O)NC(C)c1ccccc1)C(=O)NC(C)c1ccccc1 (stereo not drawn)
→ 4%	5%	-6%	13	13%	nt	-5%	-23%	-3	1%	-5%
> COC(=O)c1ccc(CSc2nc(-c3ccco3)cc(C(F)(F)F)n2)o1
→ 10%	-1%	-4%	-19	0%	5%	-12%	18%	0	2%	3%
> Cc1ccc(C(=O)O/N=C2\CC3CCC2(C)C3(C)C)cc1 (stereo not drawn)
→ 1%	0%	4%	14	?	3%	-6%	-7%	2	-3%	-4%
> O=C(Cc1ccccc1[N+](=O)[O-])N1CCc2ccccc2C1
→ -8%	-6%	3%	-8	0%	-2%	10%	-15%	-2	8%	11%
> COc1cccc(N2CCN(C3CC(=O)N(c4cccc(Cl)c4)C3=O)CC2)c1 (stereo not drawn)
→ -1%	-5%	0%	0	-9%	18%	8%	10%	0	-2%	7%
> N/C(=N\OC(=O)c1ccc(Cl)cc1Cl)c1ccncc1
→ ?	4%	-1%	6	-6%	-6%	1%	nt	-5	-1%	-1%
> Cc1ccc(Nc2nc(N)nc(CCl)n2)c(C)c1
→ -19%	0%	6%	7	-5%	3%	-8%	nt	-6	6%	-7%
> Cc1cc(=O)cc(C)n1-c1ccccc1N1CCOCC1
→ 3%	0%	0%	3	0%	5%	-25%	7%	-4	-3%	2%
> OC(COc1ccc(F)cc1Cl)CN1CCc2ccccc2C1 (stereo not drawn)
→ 3%	-3%	-1%	-1	-9%	nt	15%	-11%	1	3%	2%
> O=S(=O)(NCc1csc(-c2cccnc2)n1)c1ccc(Cl)s1
→ 3%	-3%	1%	-8	8%	2%	-32%	-13%	-4	2%	13%
> C=CCNC(=O)C1CCN(S(C)(=O)=O)CC1
→ -5%	0%	2%	0	-1%	1%	2%	10%	-7	-1%	-11%
> Cc1cccc(NC(=O)c2ccc(S(=O)(=O)N(C)C)cc2)n1
→ 4%	5%	1%	8	1%	-4%	2%	-1%	-1	-3%	-7%
> COc1ccc(C(=O)Nc2nnc(-c3ccc(F)cc3)s2)c(OC)c1
→ -5%	7%	-1%	-7	-2%	nt	17%	5%	14	3%	-1%
> O=C(c1cnn(C(=O)CN2CCCC2=O)c1)c1ccccc1O
→ -5%	nt	-1%	1	1%	nt	1%	nt	-18	7%	nt
> CCOc1ccc(/C=c2\sc3nc(-c4ccco4)nn3c2=O)cc1OCC
→ 11%	0%	1%	-1	-4%	-5%	-21%	-13%	-7	-6%	-2%
> COc1ccc(NC(=O)COC(=O)CCc2ccc(S(=O)(=O)N3CCOCC3)cc2)c(OC)c1
→ 0%	nt	-1%	nt	nt	nt	5%	nt	3	0%	nt
> CCCCNC(=S)NCC(c1ccccc1)c1c[nH]c2ccccc12 (stereo not drawn)
→ ?	5%	-7%	-3	-6%	nt	-15%	?	-1	-8%	-10%
> CC1(C)CC(=O)C(/C=N/c2ncccc2C(=O)O)=C(O)C1
→ ?	1%	-5%	20	-3%	-5%	9%	-1%	2	3%	2%
> Cc1cc(C)c2c(CN3CCN(Cc4ccc5c(c4)OCO5)CC3)cc(=O)oc2c1
→ 3%	-2%	2%	-6	-3%	-2%	11%	-11%	-42	-5%	-3%
> Cc1ccc(Cn2c(=N)c(C(=O)NCC3CCCO3)cc3c(=O)n4cccc(C)c4nc32)cc1 (stereo not drawn)
→ 3%	0%	2%	-11	20%	-12%[0.46 µM]	-16%	-26%	-11	442%[activator]	?
> O=C(Nc1ccccc1C(=O)NCC1CCCO1)c1ccccc1 (stereo not drawn)
→ ?	0%	-2%	9	0%	-3%	-26%	-13%	-7	3%	-11%
> CCN(CC)S(=O)(=O)c1ccc2c(c1)nc(CCC(=O)Nc1ccc3c(c1)OCO3)n2CC
→ 4%	1%	2%	-14	-2%	-4%	-11%	3%	1	-1%	nt
> O=C(NCC(=O)N1CCCC1C(=O)O)OC1CCCCC1 (stereo not drawn)
→ 3%	-5%	-4%	15	0%	-3%	2%	-2%	5	1%	-11%

Grouped by structure: those above containing an aryl thioether with sulfur outside any ring (three)
Results follow in this order: Chronic BCR inh	GALK inhibitor	USP2a inh	TSHR antagonist	Mito fusion yeast	PKM2 activator	Eya2 phos inh	Menin-MLL TR inh	hERG WT inh	S-ASM inh	MBNL1-CUG inh
> CCc1ccc2[nH]c3nc(SCC(=O)NCC4CCCO4)nnc3c2c1 (stereo not drawn)
→ -2%	12%	2%	-16	1%	-3%	-12%	1%	10	2%	?
> Cc1nnc(SCC(=O)N2CCC(Cc3ccccc3)CC2)n(N)c1=O
→ -4%	1%	0%	3	2%	7%	1%	-18%	-8	0%	9%
> COC(=O)c1ccc(CSc2nc(-c3ccco3)cc(C(F)(F)F)n2)o1
→ 10%	-1%	-4%	-19	0%	5%	-12%	18%	0	2%	3%

The results go on.
Results follow in this order: Chronic BCR inh	GALK inhibitor	USP2a inh	TSHR antagonist	Mito fusion yeast	PKM2 activator	Eya2 phos inh	Menin-MLL TR inh	hERG WT inh	S-ASM inh	MBNL1-CUG inh
> Cc1cccc(-n2c(C)cc(/C=N\NC(=O)c3ccco3)c2C)c1
→ ?	-4%	-1%	-2	3%	1%	4%	3%	0	5%	-3%
> Cc1cccc(NC(=O)CCCn2cc([N+](=O)[O-])cn2)n1
→ -13%	1%	1%	-3	15%	5%	1%	4%	3	1%	5%
> CCOc1ccc(N(CC(=O)Nc2cccnc2)S(C)(=O)=O)cc1
→ -2%	3%	1%	2	4%	2%	1%	4%	-6	-6%	-6%
> Cc1cc(C(=O)NC2CCCc3c2cnn3-c2ccc(C)c(C)c2)no1 (stereo not drawn)
→ 1%	-3%	6%	-18	9%	nt	-4%	nt	10	-3%	1%
